MPTP inh = permeability transition pore inhibition | isolated mouse mitochondria, Ca2+ swelling absorbance, 30 min | inhibition, % at 10 µM | 360,000 compounds, 1.4% hits;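 active = inhibition of 50% or more, scaled per plate between neutral and stimulator controls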;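 note: 0% = DMSO wells given calcium and 100% = 1 mM EGTA wells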
NR3A LBD binder = modulators (binders) of human NR3A ligand-binding domain | NR3A LBD differential scanning fluorimetry, Tm shift; 0% = protein alone, 100% = glycine-bound protein | Tm shift relative to glycine control, % at 25 µM | 340,000 compounds, 2.5% hits | AID 1259313;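 active = melting temperature shift of at least 10% of the positive control shift, at one fixed dose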
hIAP activ = increases human intestinal alkaline phosphatase activity; purified human IAP, CDP-Star luminescence, 30 min; active compounds read high; 1 = vehicle-only enzyme, 0 = enzyme-free background; activation factor at 10 µM; 330,000 compounds, 0.16% hits; AID 2524;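 active = activation factor of the enzyme at least 2-fold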; note: the source names both 10 and 20 µM as test concentration; values of inactives mirror those of a sister screen read the other way
Target sequence (P09923 whole entry, looked up): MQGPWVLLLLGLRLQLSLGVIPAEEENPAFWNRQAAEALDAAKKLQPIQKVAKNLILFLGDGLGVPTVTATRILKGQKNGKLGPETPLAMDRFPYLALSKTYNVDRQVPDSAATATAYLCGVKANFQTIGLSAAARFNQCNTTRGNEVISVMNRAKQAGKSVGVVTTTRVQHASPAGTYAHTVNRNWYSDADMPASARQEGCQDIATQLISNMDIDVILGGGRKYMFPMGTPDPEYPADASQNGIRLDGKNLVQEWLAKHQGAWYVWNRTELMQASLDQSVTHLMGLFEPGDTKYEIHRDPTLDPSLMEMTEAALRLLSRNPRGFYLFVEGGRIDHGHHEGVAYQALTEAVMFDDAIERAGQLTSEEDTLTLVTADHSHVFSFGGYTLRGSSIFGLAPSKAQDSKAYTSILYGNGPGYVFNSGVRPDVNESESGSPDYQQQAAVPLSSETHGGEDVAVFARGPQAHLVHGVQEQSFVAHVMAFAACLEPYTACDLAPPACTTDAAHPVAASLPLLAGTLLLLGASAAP
SENP1 FRET inh = inhibitors of human SENP1 SUMO protease catalytic domain; recombinant SENP1 catalytic domain, CyPet-SUMO1-YPet FRET cleavage; inhibition, % at 10 µM; AID 624204; 360,000 compounds, 0.21% hits; Q9P0U3;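 active = inhibition at least 30% at 10 µM, raw YFP signal under a set limit, fluorescence ratio 0.5 to 1.5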;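 note: 0% = enzyme with DMSO and 100% = no enzyme wells; some results filed as inactive read as strong as hits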
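Controls: no-enzyme wells low, DMSO-plus-enzyme wells high control. Test system: human recombinant His6-tagged SENP1 catalytic domain enzyme. Reagent: SFCypet-SUMO1-SFYpet FRET protein substrate, 25 nM final. Doses: one dose per compound, 10 µM, 0.5% DMSO. Detection: FRET, CFP and YFP emission. Timing: 50 min reaction at room temperature.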
SENP8 inh = blocks human SENP8 cleavage of Nedd8 substrate | recombinant SENP8, Nedd8 substrate fluorescence | AID 602440 | Q96LD8 | inhibition, % at 20 µM | 360,000 compounds, 0.64% hits; in the data active = inhibition mostly above about 40%, no sharp cut-off; inactive = mostly below about 27%
Target sequence (Q96LD8 whole entry, looked up): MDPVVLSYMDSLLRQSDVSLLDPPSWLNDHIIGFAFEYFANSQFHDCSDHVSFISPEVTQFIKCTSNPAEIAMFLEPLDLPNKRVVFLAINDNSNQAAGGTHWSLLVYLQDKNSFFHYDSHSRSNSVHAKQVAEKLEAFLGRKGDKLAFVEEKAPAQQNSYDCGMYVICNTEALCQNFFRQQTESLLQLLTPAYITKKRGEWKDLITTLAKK
ATG4B inh = blocks human ATG4B protease cleavage of LC3 substrate; ATG4B cleavage of LC3-PLA2, NBD-HPC fluorescence, 1 h; Q9Y4P1; inhibition, % at 8.33 µM; 340,000 compounds, 0.51% hits; AID 504462; in the data active = inhibition above about 40%
PfGluPho inh = PfG6PD (Plasmodium falciparum) enzyme inhibition. PfGluPho enzyme, NADPH resazurin-diaphorase fluorescence. 350,000 compounds, 0.78% hits. AID 504690. inhibition, % at 20 µM;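 active = inhibition reaching at least a set limit at 20 µM in the primary screen, cut at about 59% in these data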;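 note: 0% = DMSO wells with substrate and 100% = DMSO wells lacking glucose-6-phosphate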
SENP6 inh = inhibitors of human SENP6 protease; Q9GZR1; Recombinant SENP6 catalytic domain, aminoluciferin luminescence; inhibition, % at 10 µM; 330,000 compounds, 1.8% hits; AID 2599;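 active = inhibition above about 50% at the single tested dose, limit read from the data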;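 note: plate controls were DMSO wells with enzyme for no effect and DMSO wells lacking enzyme for full effect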
* = called active by the depositor; / = no result given.

SMILES,MPTP inh,NR3A LBD binder,hIAP activ,SENP1 FRET inh,SENP8 inh,ATG4B inh,PfGluPho inh,SENP6 inh
Nc1ccc(S(=O)(=O)c2ccc(N3CCOCC3)c(N)c2)cc1,0.4,/,/,-1,-124,/,-28,/
COc1ccc(CCN2C(=O)CC(N3CCN(S(=O)(=O)c4ccccc4)CC3)C2=O)cc1 (stereo not given),1.1,1,0.86,2,8,-2,-13,-10
COC(=O)Nc1nc(-c2ccccc2)c(C(=O)c2ccc(Cl)cc2)s1,3.6,-4,0.81,-1,14,13,-33,-6
CC(=O)Cc1nsc(NC(=O)c2ccc(-c3cc(C(F)(F)F)ccc3Cl)o2)n1,35,0,1.2,1,-137,8,0,-14
CCN(Cc1ccccc1)Cc1cccc([N+](=O)[O-])c1,-1.5,2,0.89,1,14,-3,9,-8
CCN(CC)CCNC(=O)c1cccc(NC(=O)C(=O)c2cc(Br)ccc2NC(C)=O)c1,-1.8,0,0.95,2,11,-5,11,-3
CCOc1cccc(N2C(=O)CC(n3cnc4ccccc43)C2=O)c1 (stereo not given),5.1,-3,0.9,1,22,5,-9,-7
Cc1ccc(Oc2ncnc3sccc23)cc1,1.7,4,1.1,-1,11,-1,26,2
CCOc1ccc(NC(=O)c2ccc(CSc3nnnn3C)cc2)cc1,6.5,27*,1.2,1,5,-4,9,-4
O=C(NCCC1=CCCCC1)C1CCN(S(=O)(=O)c2cccc(C(F)(F)F)c2)CC1,-2.2,-9,1.1,-1,0,-12,12,5
CCn1c(SCC(=O)NC2=NCCS2)nnc1C(C)NC(=O)c1ccccc1Br (stereo not given),-2.4,-2,0.97,3,7,-7,-3,-6
O=C1CCc2cc(S(=O)(=O)N3CCCC3C(=O)N3CCN(c4ccccc4F)CC3)ccc2N1 (stereo not given),-3.0,-1,1,1,7,0,-11,16
O=C(O)CC(Cc1ccc(Br)cc1)C(=O)Nc1ccccc1 (stereo not given),-0.3,0,1.2,0,6,3,-11,24
Nc1nc(N)c(N=Nc2ccc(SCC(=O)O)cc2)c(=O)[nH]1,-0.2,0,1,-20,16,-4,1,18
CCc1nnc(NC(=O)C2=NN(C3CCS(=O)(=O)C3)C(=O)CC2)s1 (stereo not given),-2.7,-2,1.2,0,7,12,-9,-8
O=C(c1ccc(Cl)c(S(=O)(=O)N2CCOCC2)c1)N1CCCC1,1.8,0,1.1,0,-2,-5,5,-41
CN(CC(=O)Nc1ccc(N2CCOCC2)cc1)C(=O)CSc1ccc(F)cc1,0.8,0,0.96,-1,4,-11,3,-18
O=c1c2cc(F)ccc2[nH]c(=S)n1CCCN1CCOCC1,3.0,0,1,-2,-2,0,-6,-11
CC1(C)CC(=O)C/C(=N\NC(=O)C2CC2c2ccccc2)C1 (stereo not given),-1.9,0,0.86,-2,7,-6,-9,11
COc1ccc(NC(=S)N2CCN(Cc3ccc(C)cc3)CC2)cc1,-0.7,-2,1.1,5,1,-16,-5,1
Cc1ccc(CNC(=O)C2CCN(S(=O)(=O)c3c(C)noc3C)CC2)cc1,0.0,0,1,3,18,-13,3,-4
COc1ccc(Cc2nnc(-c3ccccc3)o2)cc1,0.8,-2,1,2,24,-8,0,9
CCCc1nc2ccccc2c(=O)n1/N=C/c1ccc(O)cc1O,-0.9,-11,1.1,-21,-1,1,-11,-4
CC(Oc1ccc(F)cc1)C(=O)Nc1cc(S(=O)(=O)N2CCCCC2)ccc1N1CCOCC1 (stereo not given),-1.0,/,1.1,-1,10,6,21,5
COc1ccc(NC(=O)Cc2c(Cl)cccc2Cl)cn1,-0.6,-1,1,0,0,3,13,5
COC(=O)c1[nH]c2ccc(Br)cc2c1NC(=O)CN1CCCCC1CCO (stereo not given),-0.6,0,1,0,-71,-23,9,-21
O=[N+]([O-])c1cccc(N2Cc3ccccc3C2)c1,0.6,-3,0.94,2,13,0,20,-46
O=C(CSc1nc2ccccc2nc1N1CCCC1)Nc1ccc(Cl)cc1,1.2,2,0.95,-54,-228,-1,21,4
Cc1ccnn1CC(=O)N/N=C/c1cn[nH]c1-c1ccccc1,1.0,-4,1,1,22,-7,1,-4
CCOC(=O)Cc1csc(NC(=O)CCc2ccc(S(=O)(=O)N3CCOCC3)cc2)n1,-0.3,0,1,-1,10,-21,7,4
CCOC(=O)c1c(NC(=O)c2ccnn2C)sc(C)c1C,-1.7,0,1.1,-3,-340,-11,-5,-8
O=C(Cc1cccs1)N1CCN(c2ccc(F)cc2)CC1,-1.2,0,1,0,21,-4,4,-12
CCOC(=O)C1=C(O)/C(=C/c2cn(CC(=O)N3CCCC3)c3ccccc23)SC1=Nc1ccccc1,-0.6,-1,/,-3,14,-16,-2,/
CCN(C(=O)COC(=O)CNC(=O)c1sc2ccccc2c1Cl)C1CCCCC1,2.3,-4,1,2,12,-3,-10,-9
O=C1c2cccc(OCC(=O)N3N=C(c4cccs4)CC3c3ccc(F)cc3)c2CCN1Cc1cccnc1 (stereo not given),0.3,-8,0.96,-1,-405,-9,13,-13
CCOC(=O)c1c(C)oc2c1c1c(c3ccccc32)OCN(Cc2ccccn2)C1,-5.0,-4,1.3,0,-45,-4,23,-10
CCOC(=O)c1c(CN(C)C)n(C)c2ccc(OC(C)=O)cc12,-4.0,0,0.92,1,23,-4,-7,2
COc1ccc(/C=C(/NC(=O)/C=C/c2ccccc2)C(=O)O)cc1,-1.5,-2,1,2,14,5,-10,2
O=C(Cc1csc(Nc2nc(=S)[nH]c3ccccc23)n1)NCc1ccc(Cl)cc1,1.0,4,0.87,-27,-229,-6,-1,-10
Cc1cc(C(=O)N/N=C/c2ccc([N+](=O)[O-])s2)n[nH]1,3.4,6,1,-2,27,3,-2,37
O=C1c2ccccc2CN1Cc1ccccc1,-2.1,0,0.97,0,9,2,-7,2
CCn1cc(C(=O)NCCCO)c(=O)c2cc(F)c(N3CCN(C)CC3)cc21,2.0,0,0.94,1,-229,0,-10,-5
O=C(Nc1cccc(S(=O)(=O)C(F)F)c1)c1ccc(S(=O)(=O)N2CCOCC2)cc1,-2.2,1,1.3,2,18,-10,8,-2
O=C(Nc1nn(Cc2ccccc2F)cc1Br)c1cccs1,-1.0,-1,0.96,-1,5,-2,0,-4
Cc1nc2ccccc2n1CC(=O)NC(C)C1CC2CCC1C2 (stereo not given),25,-1,0.97,-8,-4,1,-3,-10
O=C(Cn1nnc(-c2ccc3c(c2)OCO3)n1)NCc1ccccc1,-0.3,-1,1,-1,8,-2,0,-6
COCCN(C(=O)C1CC(=O)N(Cc2ccc(C)cc2)C1)c1c(N)n(CC(C)C)c(=O)[nH]c1=O (stereo not given),-0.5,2,1,0,9,-10,10,13
CC(C)NC(=O)c1ccc(NC(=O)CC2SC(N3CCCCC3)=NC2=O)cc1 (stereo not given),-0.6,-1,1,0,13,7,-12,-18
CCOC(=O)N1CCN(S(=O)(=O)c2ccc(C(=O)N(CCN(CC)CC)c3nc4c(C)cccc4s3)cc2)CC1,-0.9,1,0.87,-1,6,1,-12,0
Cc1ccc(C(=O)N2c3ccc(F)cc3CCC2C)o1 (stereo not given),0.6,0,0.7,1,8,-2,8,-6
CCOCCCNC(=O)C1(O)c2cc(Br)ccc2NC(=O)N1c1ccc(CC)cc1 (stereo not given),-1.4,18*,0.97,2,23,7,-2,-9
CCOC(=O)CNC(=O)Cn1cnc2c(nnn2-c2ccc(C)cc2)c1=O,-2.3,-2,0.81,0,15,6,-12,-5
C=CCNC(=S)NNC(=O)c1cccn(Cc2ccc(Cl)c(Cl)c2)c1=O,-0.2,-11,1.8,3,-315,-6,20,5
Cc1onc(-c2ccccc2)c1C(=O)N1CCN(c2ccccc2F)CC1,-0.1,-1,1,1,1,-4,11,-10
CC(C)C[C@H](NC(=O)N1CCCCCC1)C(=O)O,-0.6,2,1,1,22,2,-13,-15
O=C(NCCC1=CCCCC1)C(=O)NCC1OCCCN1S(=O)(=O)c1cc(F)ccc1F (stereo not given),49,0,0.86,-5,-8,-10,2,-8

(list continues)
SMILES,MPTP inh,NR3A LBD binder,hIAP activ,SENP1 FRET inh,SENP8 inh,ATG4B inh,PfGluPho inh,SENP6 inh
Cn1cnc(S(=O)(=O)N2CCN(C(c3ccc(F)cc3)c3ccc(F)cc3)CC2)c1,-0.4,5,0.95,1,5,-13,18,4
CCCN(Cc1ccc(C)cc1)C(=O)c1ccc(CNS(=O)(=O)c2ccc(C(C)=O)cc2)cc1,0.4,-1,1,3,12,-12,-4,34
O=C(COC(=O)c1n[nH]c2ccccc12)NC1CCCCC1,-0.1,0,1.1,-1,-9,-7,5,-4
CCc1nc(SCC(=O)Nc2nnc(CC)s2)c2c(C)c(C)sc2n1,2.6,0,1.1,0,12,-4,-5,-36
CCOc1cc(C(C(=O)NCC2CCCO2)N(C(=O)Cn2nnc3ccccc32)c2ccccc2C(C)=O)ccc1O (stereo not given),-0.3,-1,1.1,2,4,11,-7,-16
CC(=O)c1c(N)n(C)c(=O)n(C)c1=O,1.1,0,0.96,0,8,-8,-1,3
CC(=O)Nc1ccc(S(=O)(=O)NCC(C)NS(=O)(=O)c2ccc(NC(C)=O)cc2)cc1 (stereo not given),-0.1,-1,0.89,-1,22,4,-1,2
CCS(=O)(=O)c1ccc2oc(Nc3cccc(OC)c3)nc2c1,-0.6,-5,0.94,2,-4,5,14,29
Cc1ccc(C(=O)C2CCN(CC(=O)NC3CCCCC3)CC2)cc1,1.5,1,1.1,-13,14,-6,-8,17
Cc1ccc2nc(Cn3cc(C(F)(F)F)ccc3=O)cc(=O)n2c1,6.0,-2,0.9,2,-439,2,5,-8

Some entries already given, reduced to hIAP activ, NR3A LBD binder and PfGluPho inh.
Compound	hIAP activ	NR3A LBD binder	PfGluPho inh
CC(=O)c1c(N)n(C)c(=O)n(C)c1=O	0.96	0	-1
CC(=O)Nc1ccc(S(=O)(=O)NCC(C)NS(=O)(=O)c2ccc(NC(C)=O)cc2)cc1 (stereo not given)	0.89	-1	-1

Bioassay records (PubChem)

The order is random, and some 6.7% of all compounds hit somewhere here.
